Sm TGR inh = S. mansoni TGR enzyme inhibition; Q962Y6; 360,000 tested, 3% active; Potency, µM (top dose mostly 114 µM), inactives show at the highest dose activity change, negative = inhibition, most hits filed as inhibitors; purified TGR, DTNB reduction, TNB absorbance 405 nm; further: potency means the concentration at half of the fitted maximal effect; on the % scale 0 is the no-effect control and ±100 the full control effect; nearly all actives have a fitted effect of over 60% in size
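First, TGR (20 nM dispensed) and NADPH were mixed with compound. Second, a 15 min room-temperature incubation followed. Third, further NADPH and then DTNB were added to start the reaction. Finally, TNB absorbance was monitored kinetically.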
FBPA Giardia inh = Giardia lamblia aldolase inhibition; A8B2U2; 290,000 tested, 0.71% active; AID 2451; purified Giardia FBPA; Potency, µM (doses to about 59.6 µM), for inactives: at the top dose activity, negative = inhibition, actives largely listed as inhibitors; further: potency means the concentration at half of the fitted maximal effect; on the % scale 0 is the no-effect control and ±100 the full control effect; nearly all actives have a fitted effect of over 55% in size
Target sequence (A8B2U2 whole entry, looked up): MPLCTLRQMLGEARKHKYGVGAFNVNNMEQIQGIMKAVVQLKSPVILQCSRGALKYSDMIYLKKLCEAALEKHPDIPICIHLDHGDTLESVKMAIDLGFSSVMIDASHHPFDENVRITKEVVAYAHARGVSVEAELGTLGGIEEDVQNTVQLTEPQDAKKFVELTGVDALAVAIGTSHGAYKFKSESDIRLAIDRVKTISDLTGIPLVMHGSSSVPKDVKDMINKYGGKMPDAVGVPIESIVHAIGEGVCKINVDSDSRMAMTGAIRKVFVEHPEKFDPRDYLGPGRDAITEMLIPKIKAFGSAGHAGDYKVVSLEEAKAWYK
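Giardia FBPA (40 nM reagent) was preincubated 10 min at RT with compound (up to 57.5 uM final), then substrate plus GAPDH/TPI/NAD/arsenate coupling system with diaphorase/resazurin was added; resorufin fluorescence (525/598 nm) was read after 20 min.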
Pf growth 48h = inhibits P. falciparum growth in the first generation, 48 h; P. falciparum luciferase growth in erythrocytes, 48 h; Potency, µM (top dose mostly 28.7 µM), for the others: at the highest dose activity change, negative = inhibition, hits mostly inhibitors; 310,000 tested, 5.9% active; AID 504832; further: potency means the concentration at half of the fitted maximal effect; on the % scale 0 is the no-effect control and ±100 the full control effect
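Growth was read as firefly luciferase luminescence after a 48 h, 37 C, 5% CO2 exposure of compounds to reporter-bearing P. falciparum cultures (0.1% parasitemia, 2% hematocrit final) in Albumax-supplemented RPMI 1640.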
Cycloheximide cs = counter-screen for Shiga toxin inhibitors: cycloheximide protein synthesis inhibition. cell reporter, cycloheximide protein synthesis inhibition counterscreen. max response, %. 300,000 tested, 12% active. AID 2314; in the data active means max response mostly above about 13%, no sharp cut-off; inactive means mostly below about 14%; further: read at 38.3 µM for the half of the compounds with a filed dose; 0% is about no effect
Pf growth 96h = P. falciparum growth inhibition at 96 hour, primary screen for plastid delayed-death inhibitors. Potency, µM (titrated, usually from 28.7 µM), for inactives: top-dose activity change, negative = inhibition, hits mostly inhibitors. 320,000 tested, 6.9% active. AID 504834. P. falciparum luciferase reporter growth, 96 h; further: potency means the concentration at half of the fitted maximal effect; on the % scale 0 is the no-effect control and ±100 the full control effect
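Infected RBCs, 2% Hct / 0.05% parasitemia final; luciferase-reporter P. falciparum; cpd 96 h, 37 C, 5% CO2; luciferase detection reagent; luminescence.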
Shiga toxin inh = blocks Shiga toxin action in Vero cells | AID 2315 | Vero cells, Shiga toxin protein synthesis inhibition reporter | inhibition, % at 38.7 µM | 290,000 tested, 9.2% active; in the data active means inhibition mostly above about 28%, no sharp cut-off; inactive means mostly below about 43%; further: 0% is about no effect
An asterisk follows results filed as active; u = inconclusive; x = not tested or not shown; & = joins results of further samples; [ ] = another dose, or the depositor's remark. Unless noted, the call rests on the fitted dose curve; in most records, active means well fitted curve in the direction sought with a large enough effect; inconclusive means small, poorly fitted or top-dose-only effect, or another doubt; inactive means no such curve, though single readings can be large; an effect the other way counts as inactive or inconclusive.

molecule	Sm TGR inh	FBPA Giardia inh	Pf growth 48h	Cycloheximide cs	Pf growth 96h	Shiga toxin inh
CC(=O)c1ccc(OCCCC(=O)NNC(=O)c2ccccn2)cc1	2%	x	u	x	u	x
CCOc1ccc(OCC)c(S(=O)(=O)n2ccnc2C)c1	10%	u	140%[activator]	-2	u	-5
O=[N+]([O-])c1ccc(Cl)c(/C=N/n2c(-c3cccnc3)n[nH]c2=S)c1	2%	-2%	32%[activator]	3	78%[activator]	13
CCCCNC(=O)c1ccc2c(=O)n(CCCOCC)c(=S)[nH]c2c1	7%	0%	49%[activator]	14	41%[activator]	-17
CSc1ccccc1C(=O)N1CCOCC1	-29%	4%	9%	-3	2%	-9
COc1ccc(N2CCN(Cc3nc4c(c(=O)n(C)c(=O)n4C)n3C(C)C(C)=O)CC2)cc1 (stereo not drawn)	6%	x	-10%	0	u	1
CCC(=O)c1ccc(OCC(=O)Nc2ccccc2N2CCOCC2)cc1	-15%	x	u	x	u	x
O=C1NC(=Nc2ccccc2)c2c1cccc2[N+](=O)[O-]	-6%	-27%	u	19*	-98%	21
COc1ccc(/C=C/C(=O)O)cc1S(=O)(=O)N1CCCc2ccccc21	2%[57.1 µM]	-15%	-10%	-2	-1%	-7
CS(=O)(=O)N(CCc1ccccc1)CC(=O)NCc1ccncc1	-1%	4%	x	-4	51%[activator]	3
COc1ccc2c(=O)c(-c3ccc4c(c3)OCO4)coc2c1	-20%	-1%&-3%	202%[activator]	68*	249%[activator]	76*
COc1ccc(CNC(=O)CCCn2c(SCC#N)nc3cc4c(cc3c2=O)OCO4)cc1	5%	5%	-10%	13	u	-5
O=C(Nc1ccc(N2CCOCC2)cc1)C1(S(=O)(=O)c2ccccc2)CC1	0%	-18%	11%	10	-18%	34
CCCCC(=O)Nc1nnc(S(=O)(=O)N(C)Cc2ccco2)s1	u	x	21%	12	u	10
COc1ccc(N2C(=O)CC(N3CCN(C4CCc5ccccc5C4)CC3)C2=O)cc1 (stereo not drawn)	-30%	3%	24%	-2	x	-10
Fc1ccc(-c2nnc(CN3CCC(c4nc5ccccc5s4)CC3)o2)cc1	-13%	-1%	-2%	-1	-9%	7
Cc1ccc(-n2nc3c(c2NC(=O)c2ccccc2Br)CS(=O)C3)cc1 (stereo not drawn)	-3%	1%	x	-5	u	-8
O=C1NC2(CCCCC2)Oc2ccccc21	-31%	4%	2%	6	-5%	-2
CCN(Cc1nc2ccccc2c(=O)[nH]1)C(=O)COc1ccccc1Cc1ccccc1	4%	x	u	x	8.3µM*	x
CCC(=O)N1CCN(c2nc(C)nc3sc(C)c(C)c23)CC1	18%	-1%	2%	-6	u	-13
O=C(CSCc1nc2c(nnn2Cc2ccc(F)cc2)c(=O)[nH]1)Nc1c(Cl)cc(Cl)cc1Cl	4%	-1%	3%	-1	51%[activator]	14
CN1CCN(CC(=O)NC(=O)NC2CCCCC2)CC1	-1%	x	-4%	x	16%	x
O=C1c2cccc3cccc(c23)C(=O)N1CCc1ccccc1	-2%	-21%	361%[activator]	51*	u	95*
CC1=C(C#N)C(NC(=O)c2ccco2)(C(F)(F)F)C(=O)N1 (stereo not drawn)	7%	-1%	-3%	0	x	-14
CCOC(=O)C1=C(C)NC(=O)NC1c1ccccc1OCc1c(F)cccc1Cl (stereo not drawn)	0%	-4%	u	-3	x	21
Cc1cc(C)c(NC(=O)c2ccccc2N(C)S(C)(=O)=O)c(C)c1	5%	2%	4%	2	x	11
C/C(Cl)=C/Cn1c(NCCCn2ccnc2)nc2c1c(=O)[nH]c(=O)n2C	0%	0%	-10%	-4	x	-5
Nc1nnn(CC(=O)N/N=C/c2cn[nH]c2-c2ccccc2)n1	7%	1%	-1%	-4	12%	-3
CC(C)(C)OC(=O)N1Cc2ccccc2C[C@H]1C(=O)NCC(=O)NC1CCCCC1	-1%	x	u	2	u	-4
COc1ccc([N+](=O)[O-])cc1N=Cc1c(O)n(CCc2ccccc2)c(=O)n(C(C)C)c1=O	3%	-5%	-17%	-2	-4%	2

Three of the compounds above, with values under each structure:
Results follow in this order: Sm TGR inh	FBPA Giardia inh	Pf growth 48h	Cycloheximide cs	Pf growth 96h	Shiga toxin inh
- O=C1NC2(CCCCC2)Oc2ccccc21
    -31%	4%	2%	6	-5%	-2
- CCN(Cc1nc2ccccc2c(=O)[nH]1)C(=O)COc1ccccc1Cc1ccccc1
    4%	x	u	x	8.3µM*	x
- CCC(=O)N1CCN(c2nc(C)nc3sc(C)c(C)c23)CC1
    18%	-1%	2%	-6	u	-13

Next part:
molecule	Sm TGR inh	FBPA Giardia inh	Pf growth 48h	Cycloheximide cs	Pf growth 96h	Shiga toxin inh
CCNS(=O)(=O)c1cc(OC)c(Cl)cc1OC	-5%	4%	-6%	-5	0%	-7
CC(C)(CNC(=O)Cc1ccc(Cl)cc1Cl)N1CCOCC1	-2%	1%	5%	-3	5%	3
COc1ccccc1NC(=O)CN1CCC(n2c(C)nc3cc(F)ccc32)CC1	-10%	2%	u	-3	u	-21
CCCCn1c(N)c(N(CCOC)C(=O)c2cccc(S(=O)(=O)N(C)c3ccc(C)cc3)c2)c(=O)[nH]c1=O	5%	x	6.6µM*	x	9.3µM*	x
O=C(Oc1ccc(/C=N/O)cc1)c1ccccc1	-19%[11.4 µM]	-2%	x	23*	-19%	58
CC1=C(C(=O)OC(C)C)C(c2cccs2)C(C(=O)OC(C)C)=C(C)N1	3%	-2%	13µM*	-1	u	-5
CCC(C)NC(=O)Cn1c(COc2ccc(Cl)cc2Cl)nc2ccccc21 (stereo not drawn)	-3%	3%	149%[activator]	33*	156%[activator]	39*
CCc1ccc(C(=O)NNC(=O)c2ccc(=O)n(C)n2)cc1	-6%	x	26%	1	0%	-13
CSCCC(NC(=O)COc1ccccc1)C(=O)NCc1cccs1 (stereo not drawn)	0%	-11%	-10%	1	0%	13
Cc1ccnc(NS(=O)(=O)c2ccc(NC(=O)C3CC3)cc2)n1	1%	x	4%	-2	19%	-6
COc1ccc(C(O)c2ncc(C(F)(F)F)cc2Cl)cc1 (stereo not drawn)	1%	3%	-5%	6	6%	-4
COC(=O)c1sccc1NC(=O)c1ccc(C(C)C)cc1	-2%	-4%	14%	3	10µM*	8
S=C(NCCN1CCCCC1)Nc1ccccc1	x	4%	14%	0	5%	-13
Nc1cc(=O)[nH]c(SCC(=O)N2N=C(c3ccc4ccccc4c3)CC2c2ccccc2)n1 (stereo not drawn)	11%	-6%	u	-2	u	-5
COc1cc(C)nc(Oc2ccc(OCCOc3ccccc3)nn2)n1	-1%[57.1 µM]	1%	7%	1	11%	-22
Cc1nnc(SC(C)C(=O)Nc2ccc3ccccc3c2)[nH]c1=O (stereo not drawn)	-6%	0%	24%	-2	23%	-3
COc1ccc2[nH]cc(CCNS(=O)(=O)c3ccccc3)c2c1	-2%	-7%	-13%	-1	u	17
Nc1cc(OC(=O)c2ccccc2Br)nn1S(=O)(=O)c1ccccc1	u	1%	-10%	-5	48%[activator]	-14
CCc1ccc(OCCNC(=O)c2ccccc2SCc2ccccc2)cc1	9%	1%	4%	-3	27%	-17
Cn1nc(C(F)(F)F)c(-c2ccc(F)cc2)c1NC(=O)Nc1ccc(F)cc1	21%	-7%	0.83µM*	2	0.47µM*	-6
O=C(NC1CCCCC1)NC1(C(=O)N2CCN3CCCC3C2)CCCCC1 (stereo not drawn)	0%	-4%	9%	-2	21%	24
Cc1ccc(C2N3CC4([N+](=O)[O-])CN2CC([N+](=O)[O-])(C3)C4(C)C)cc1 (stereo not drawn)	-8%	5%	2%	4	-2%	-3
Cc1ccc(NC(=S)N(CCCN2CCOCC2)Cc2cccs2)c(C)c1	-22%	1%	u	-3	9.3µM*	-1
O=C(NCc1cccs1)C1CCN(S(=O)(=O)c2ccc3c(c2)OCCO3)CC1	-1%	3%	u	-3	-6%	-16
CCOc1ccc(NC(=O)CN(C)C(=O)CSC(C)C(=O)Nc2cc(C)on2)cc1OCC (stereo not drawn)	-11%	x	66%[activator]	3	-4%	10
COCCCNC(=O)Cn1nnc(-c2ccccc2NC(=O)c2ccccc2F)n1	15%	10%	3%	-2	-12%	-12
CCOc1ccccc1C(=O)NC1CCN(Cc2nnnn2C2CCCC2)CC1	0%	6%	u	-4	13µM*	-20
C[C@@H]1CO1	x	8%	x	-8	x	-11
COC(=O)c1cc(OC)nc2c1c(=O)n(C)c(=O)n2C	-5%	0%	10%	-2	13%	-3
Cc1cc(C)n2nc(CC(=O)NNC(=O)c3ccc(N(C)C)cc3)nc2n1	-3%	x	36%[activator]	9	-9%	-8
CCc1ccc(NC(=O)C(=O)NCC2CCCO2)cc1 (stereo not drawn)	-3%	0%	423%[activator]	46*	-10%	101*
O=C(COC(=O)CSc1nnc(-c2ccc(Cl)cc2)o1)NCc1ccc2c(c1)OCO2	1%	2%	7%	-2	-19%	12
CCOC(=O)NC1(C(F)(F)F)C(=O)N(Cc2ccccc2)C2=C1C(=O)CC(C)(C)C2 (stereo not drawn)	-2%	4%	53%[activator]	1	u	-6
Cc1ccccc1Nc1nnc(SCC(=O)Nc2ccccc2[N+](=O)[O-])s1	1%	-2%	24%	28*	u	45*
CCC(CO)Oc1cc(NCc2ccc(OC)cc2)c2ncn(C(C)C)c2c1 (stereo not drawn)	-12%	x	15µM*	x	u	x
CCOc1ncccc1C(=O)NCc1ccccc1Cl	-6%	11%	-20%	-2	2%	-7
COc1ccc(C(=O)CSc2ncn[nH]2)cc1OC	1%	u	16%	2	-1%	14
COc1ccc(NC(=O)CCNC(=O)Cn2ccc3ccccc3c2=O)cc1Cl	-4%	2%	3%	0	-17%	25
COc1ccc(OC)c(C(C)NC(=O)C(C)n2cc([N+](=O)[O-])cn2)c1 (stereo not drawn)	-6%	x	-26%	x	21%	x
Cc1ccc(C)c(SCC(=O)OC/C(O)=C(\C#N)c2nc3ccccc3[nH]2)c1	x	-25%	u	2	u	32
CC(C)(C)C(=O)C1=C(O)C(=O)N(c2ccccc2)C1c1ccccc1 (stereo not drawn)	3%	-17%	15%	1	-12%	-4
Cn1ncc(Cl)c1C(=O)N1CCc2ccccc21	-1%	0%	17%	-2	x	-4
COc1cc(C(=O)OCC(=O)Nc2ccccc2C(=O)NC2CC2)c([N+](=O)[O-])cc1OC	-4%	x	-33%	x	u	x
CC(=O)c1ccc(NC(=O)CSc2nnc(-c3ccncc3)n2C2CC2)cc1	2%	x	9%	x	u	x
Cc1ccc(C(=O)COC(=O)c2cnccn2)cc1C	-1%	1%	11%	6	5%	-8
O=C(OCC(=O)N1CCc2ccccc21)C1CCCN1S(=O)(=O)c1ccc(Cl)cc1 (stereo not drawn)	-1%	x	-19%	x	-15%	x
CC1CCN(c2cc(N3CCOCC3)c([N+](=O)[O-])cc2F)CC1	-12%	2%	u	-3	15µM*	5
Cc1[nH]n(-c2ccccc2)c(=O)c1C(c1ccccc1C(=O)O)c1c(C)[nH]n(-c2ccccc2)c1=O	-1%	-21%	-25%	5	-22%	-7

Single entries from the results shown:
Entry of CN1CCN(CC(=O)NC(=O)NC2CCCCC2)CC1 in Pf growth 48h: -4%
Entry of CC(=O)c1ccc(NC(=O)CSc2nnc(-c3ccncc3)n2C2CC2)cc1 in Sm TGR inh: 2%
Entry of COc1ccc(/C=C/C(=O)O)cc1S(=O)(=O)N1CCCc2ccccc21 in FBPA Giardia inh: -15%
Entry of CCC(=O)N1CCN(c2nc(C)nc3sc(C)c(C)c23)CC1 in FBPA Giardia inh: -1%
